RGS7-Gao: RGS7-Galphao binding modulators, primary screen, biochemical, multiplexed bead flow cytometry; Guanine nucleotide-binding protein G(o) subunit alpha (Homo sapiens), P09471; actives lie on both sides; binding response (% of control), % at 10 µM; 220,000 compounds, 0.35% hits; AID 1439, 2008; in the data active = binding response below about 49% or above about 150%; inconclusive = no clear call, values can overlap the other calls; inactive = in between;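 note: fluorescent Galphao held in activated GDP-AlF4 state binding bead-coupled RGS7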
Bcl-XL Bim block: inhibitors of Bim-Bcl-XL binding, primary screen, biochemical, multiplexed, bead flow cytometry, human Bcl-XL; Bim peptide-Bcl-XL binding, fluorescence; inhibition, % at 10 µM; 190,000 compounds, 0.04% hits
Bcl-2 Bim block: inhibitors of Bim-Bcl-2 binding, primary screen, biochemical, multiplexed, human Bcl-2 family. Apoptosis regulator Bcl-2 (Homo sapiens), P10415. Bead-based flow cytometry, Bim peptide-Bcl-2 binding. inhibition, % at 10 µM. 190,000 compounds, 0.06% hits; in the data active = inhibition above about 40%; inconclusive = no clear call, values can overlap the other calls;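 note: 0% = no compound wells with probe peptide and 100% = reference peptide inhibitor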
GSH fluor: compound fluorescence on glutathione beads, profiling panel, artefact control, biophysical, 488/530 nm, flow cytometry. fluorescence (KMESF) at 10 µM. 190,000 compounds, 0.25% hits. AID 1776, 2009. GSH beads flow cytometry, compound fluorescence 488/530 nm; stronger effect = higher value; in the data active = fluorescence above about 89;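 note: glutathione beads carrying GST-tagged Bcl family fusion proteins plus one bare bead set; values are compound well signal with DMSO vehicle wells as background; inactives centre near 16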
ABCB1 block: ABCB1 efflux pump inhibitors, primary screen, cell-based, multiplex, flow cytometry, ABCG2 counter-screen | inhibition, % at 6.6 µM | 190,000 compounds, 0.067% hits | CCRF-Adr cells, JC-1 efflux | ATP-dependent translocase ABCB1 (Homo sapiens), P08183; in the data active = inhibition above about 40%;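 note: 0% = vehicle and 100% = reference inhibitor; higher value means more JC-1 retained so stronger ABCB1 efflux block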
Target sequence (P08183 whole entry, looked up): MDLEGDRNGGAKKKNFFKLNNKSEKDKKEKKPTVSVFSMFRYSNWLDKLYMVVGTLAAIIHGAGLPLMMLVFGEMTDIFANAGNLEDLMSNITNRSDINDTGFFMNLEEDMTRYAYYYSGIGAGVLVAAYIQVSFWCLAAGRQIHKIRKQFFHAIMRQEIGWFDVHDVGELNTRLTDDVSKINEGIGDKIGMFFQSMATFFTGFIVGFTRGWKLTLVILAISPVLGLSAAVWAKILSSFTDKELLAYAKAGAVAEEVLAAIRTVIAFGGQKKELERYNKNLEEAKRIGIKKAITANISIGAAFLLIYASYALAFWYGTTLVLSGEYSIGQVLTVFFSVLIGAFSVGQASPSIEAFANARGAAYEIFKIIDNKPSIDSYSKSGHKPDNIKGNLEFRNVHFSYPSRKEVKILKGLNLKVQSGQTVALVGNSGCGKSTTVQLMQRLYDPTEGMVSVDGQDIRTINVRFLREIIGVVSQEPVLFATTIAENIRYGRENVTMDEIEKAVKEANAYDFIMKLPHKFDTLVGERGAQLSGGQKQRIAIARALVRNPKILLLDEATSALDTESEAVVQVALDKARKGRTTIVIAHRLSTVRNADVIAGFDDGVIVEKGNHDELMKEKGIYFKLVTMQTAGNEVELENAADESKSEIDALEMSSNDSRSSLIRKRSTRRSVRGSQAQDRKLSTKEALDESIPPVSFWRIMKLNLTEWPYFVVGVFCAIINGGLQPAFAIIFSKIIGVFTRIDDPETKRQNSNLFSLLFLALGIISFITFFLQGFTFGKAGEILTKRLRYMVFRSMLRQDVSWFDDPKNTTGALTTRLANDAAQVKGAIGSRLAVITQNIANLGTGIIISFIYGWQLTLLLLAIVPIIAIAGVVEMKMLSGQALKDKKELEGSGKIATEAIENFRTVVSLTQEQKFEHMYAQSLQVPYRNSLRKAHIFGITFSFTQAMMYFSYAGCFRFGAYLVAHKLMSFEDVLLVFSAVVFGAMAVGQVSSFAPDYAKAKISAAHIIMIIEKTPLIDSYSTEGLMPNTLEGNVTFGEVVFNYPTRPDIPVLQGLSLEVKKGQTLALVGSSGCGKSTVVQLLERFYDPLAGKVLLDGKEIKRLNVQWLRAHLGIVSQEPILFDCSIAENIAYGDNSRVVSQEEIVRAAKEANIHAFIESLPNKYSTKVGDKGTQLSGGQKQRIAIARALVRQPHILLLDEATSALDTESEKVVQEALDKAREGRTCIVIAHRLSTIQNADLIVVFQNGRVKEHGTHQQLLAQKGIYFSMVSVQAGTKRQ
Bim-Bfl-1: inhibitors of Bim binding to Bfl-1, primary screen, biochemical, multiplexed, bead-based flow cytometry; AID 1008, 2008; Bcl-2-related protein A1 (Homo sapiens), Q16548; Bim-Bfl-1 binding inhibition; 190,000 compounds, 0.12% hits; inhibition, % at 10 µM;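 note: 0% = wells without compound plus tracer and 100% = blocker peptide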
Bim-Bcl-B: inhibitors of Bim-Bcl-B binding, primary screen, biochemical, multiplexed, human Bcl-2 family | Bcl-2-like protein 10 (Homo sapiens), Q9HD36 | bead-based flow cytometry, Bim peptide-Bcl-B binding | inhibition, % at 10 µM | 190,000 compounds, 0.073% hits | AID 951, 2007;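 note: 0% = tracer peptide without compound and 100% = reference inhibitor peptide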
Avidin fluor: green autofluorescence of compounds with avidin beads – biophysical, 488/530 nm, flow cytometry, artefact control, profiling panel; 220,000 compounds, 0.38% hits; AID 1775, 2009; compound fluorescence 488/530 nm; stronger effect = higher value; fluorescence (KMESF) at 10 µM; in the data active = fluorescence above about 47; note: inactives centre near 10
Bcl-W Bim block: inhibitors of Bim binding to Bcl-W, primary screen, biochemical, multiplexed, bead-based flow cytometry; 190,000 compounds, 0.02% hits; inhibition, % at 10 µM; Bim peptide-Bcl-W binding; Bcl-2-like protein 2 (Homo sapiens), Q92843;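 note: 0% = bound tracer without compound and 100% = peptide blocker; higher means less fluorescent Bim peptide bound to Bcl-W beads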
ABCG2 inh: ABCG2 efflux pump inhibitors, primary screen, multiplex with ABCB1, IgMXP3 cells, flow cytometry; JC-1 efflux; inhibition, % at 6.6 µM; AID 1325, 2008; 190,000 compounds, 0.1% hits;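 active = inhibition above 80%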;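 note: 0% = DMSO and 100% = nicardipine control wells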
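Test system: ABCG2 IgMXP3 and barcoded ABCB1 CCRF-Adr cell mix; Schedule: cells with compound and JC-1, 10 min at 25 °C, rotating, no wash; Technique: flow cytometry of retained JC-1 fluorescence; Measure: % inhibition of efflux relative to nicardipine and DMSO; Controls: nicardipine high and DMSO low controls.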
RGS4-Gao reg: modulators of RGS4 binding to Galphao, primary screen, biochemical, multiplexed bead flow cytometry | binding response (% of control), % at 10 µM | actives lie on both sides | Guanine nucleotide-binding protein G(o) subunit alpha (Homo sapiens), P09471 | 220,000 compounds, 0.33% hits; in the data active = binding response below about 49% or above about 150%; inactive = in between;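 note: fluorescent Galphao activated with aluminum fluoride binding bead-coupled RGS4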
* hit, by the source's call; ? = inconclusive; . = no result given. Cut-off read from the data, not from the text of the source, unless noted: active = inhibition above about 40%. Rows were taken by chance (roughly 1.3% active in at least one column).

Molecule,RGS7-Gao,Bcl-XL Bim block,Bcl-2 Bim block,GSH fluor,ABCB1 block,Bim-Bfl-1,Bim-Bcl-B,Avidin fluor,Bcl-W Bim block,ABCG2 inh,RGS4-Gao reg
Cc1ccc(-n2nnnc2SCC(=O)NNC(=O)c2ccco2)c(C)c1,92,-3,-5,59,0.2,-6,-2,24,-3,2,93
CC(C)(C)c1cc(CCC(=O)NNC(=S)NC(=O)c2ccccc2)cc(C(C)(C)C)c1O,103,-7,2,10,0.0,0,-5,7,-3,-2,100
O=C(NCCc1csc(-c2ccccc2)n1)c1c(F)cccc1Cl,101,-2,-6,14,0.6,-6,-7,12,-1,9,96
O=C(NCc1cccnc1)C(=O)NCC1OCCN1S(=O)(=O)c1ccc(F)cc1 (stereo unspecified),99,-1,1,13,0.4,0,1,4,3,2,95
CCOc1ccc(NC(=O)CC2C(=O)Nc3ccccc3N2C(=O)c2ccccc2)cc1 (stereo unspecified),97,-2,-3,13,0.2,-8,-6,11,-2,0,104
COc1ccc(OC)c(-c2csc(N(Cc3ccco3)C(=O)c3ccco3)n2)c1,97,1,-1,12,-1.3,-2,2,9,1,25,98
CCOc1cc(-n2nc(C)c(C#N)c2N)nc(SC)n1,96,-5,0,15,0.1,-1,-5,7,-6,5,100
CCn1c(C)nc2cc(C(=O)N/N=C/c3ccc(O)cc3)ccc21,104,-3,-1,21,-5.3,0,-3,6,-4,6,104
COc1ccc(NC(C#N)c2ccccc2OCc2ccccc2)cc1 (stereo unspecified),100,-1,-3,11,0.8,2,-4,11,-1,23,98
COc1cccc(N2CC(C)Cn3c2nc2c3c(=O)n(CCN3CCOCC3)c(=O)n2C)c1 (stereo unspecified),104,-5,-8,37,1.1,-11,-6,14,-1,5,106
Cc1ccc(Cn2c(SCC(=O)Nc3cc(C)on3)nc3ccccc3c2=O)cc1,96,4,-3,44,3.5,-9,-6,10,3,12,98
COc1ccc(S(=O)(=O)N(CCc2ccccc2)CC(=O)N2CCOCC2)cc1,95,-2,-1,6,0.7,0,0,18,0,1,98
O=C(Nc1cc(S(=O)(=O)N2CCCCC2)ccc1Cl)c1ccccc1NS(=O)(=O)c1ccc(F)cc1,103,-8,-3,9,0.6,0,-4,1,-5,2,98
Cc1cc(=O)[nH]c(SCC(=O)C23CC4CC(CC(C4)C2)C3)c1C#N,97,-5,-10,23,-0.3,-9,-9,16,-1,1,97
c1nnc2c3c4c(sc3ncn12)CCCC4,99,0,0,54,0.3,-3,-1,7,-3,3,98

3 compounds already listed, arranged by SMILES length, lowest first.
Molecule,RGS7-Gao,Bcl-XL Bim block,Bcl-2 Bim block,GSH fluor,ABCB1 block,Bim-Bfl-1,Bim-Bcl-B,Avidin fluor,Bcl-W Bim block,ABCG2 inh,RGS4-Gao reg
CCOc1cc(-n2nc(C)c(C#N)c2N)nc(SC)n1,96,-5,0,15,0.1,-1,-5,7,-6,5,100
COc1cccc(N2CC(C)Cn3c2nc2c3c(=O)n(CCN3CCOCC3)c(=O)n2C)c1 (stereo unspecified),104,-5,-8,37,1.1,-11,-6,14,-1,5,106
CC(C)(C)c1cc(CCC(=O)NNC(=S)NC(=O)c2ccccc2)cc(C(C)(C)C)c1O,103,-7,2,10,0.0,0,-5,7,-3,-2,100

Copied from the list.
O=C(NCc1cccnc1)C(=O)NCC1OCCN1S(=O)(=O)c1ccc(F)cc1 (stereo unspecified) – ABCG2 inh: 2
CCOc1cc(-n2nc(C)c(C#N)c2N)nc(SC)n1 – Bim-Bcl-B: -5

Going on with the list.
Molecule,RGS7-Gao,Bcl-XL Bim block,Bcl-2 Bim block,GSH fluor,ABCB1 block,Bim-Bfl-1,Bim-Bcl-B,Avidin fluor,Bcl-W Bim block,ABCG2 inh,RGS4-Gao reg
O=C(NCCC1=CCCCC1)C1CCCN(S(=O)(=O)c2cccnc2)C1 (stereo unspecified),118,-3,-5,22,0.6,-8,-6,26,0,3,99
NCCCC[C@@H](C(=O)N1CCNCC1)n1cc([C@@H](N)CO)nn1,135,-3,-2,21,0.1,-4,-4,5,-2,0,130
O=C(O)C1CC1c1ccc(Br)cc1 (stereo unspecified),98,-1,-8,18,0.1,-15,-6,20,0,1,97
Cc1cc(=O)[nH]c(SCC(=O)N2CCN(C(c3ccccc3)c3ccccc3)CC2)n1,98,-3,-10,42,-0.2,-10,-7,11,2,1,100
COc1cc(CN(C2CCCCC2C)S(=O)(=O)c2ccc(S(=O)(=O)NC3CC3)cc2)cc(OC)c1OC (stereo unspecified),94,-8,-4,4,5.2,1,-1,1,-4,5,92
O=C1CCc2cc(S(=O)(=O)N3CCCC3C(=O)N3CCN(c4ccccc4F)CC3)ccc2N1 (stereo unspecified),104,-8,-11,25,0.2,-10,-5,7,0,0,105
CCc1nnc(NC(=O)C(C)N2C(=O)C3C4C=CC(C4)C3C2=O)s1 (stereo unspecified),100,-2,0,14,0.6,1,0,33,0,2,100
O=C(O)Cc1ccc(-c2ccccc2-c2ccccc2)cc1,102,0,-9,16,0.2,3,-1,22,0,0,101
CC(C)Cc1nc2oc3c(=O)[nH]cnc3c2c2c1CCCC2,91,7,2,19,1.1,1,8,3,5,39,92
Cc1noc(C)c1CSc1nc2ccccc2[nH]1,89,1,-6,33,0.2,-9,-7,8,-3,1,91
O=C(Nc1nnc(C2CC2)s1)c1ccccn1,101,-1,-1,16,0.3,-3,-3,8,-1,3,98
CC(C)(C)c1ccc(-c2csc(NNC3=NCCCCC3)n2)cc1,98,-6,-2,12,0.2,-10,-9,9,1,3,101
COc1ccc2oc(/C=C/N(C)C)c(C(=O)c3ccc(Cl)cc3)c2c1,87,0,-1,34,1.2,-1,0,8,0,10,89
Cn1cnc([N+](=O)[O-])c1Oc1cccc(O)c1,100,-7,-3,6,0.1,1,-9,3,-2,1,102
COc1ccc(Nc2nc(Nc3ccc(OC)cc3OC)nc(N3CCN(C)CC3)n2)c(OC)c1,99,-5,1,25,3.4,0,-3,11,0,6,100

Given as labelled records: part of the list above
> O=C(O)C1CC1c1ccc(Br)cc1 (stereo unspecified)
  RGS7-Gao = 98
  Bcl-XL Bim block = -1
  Bcl-2 Bim block = -8
  GSH fluor = 18
  ABCB1 block = 0.1
  Bim-Bfl-1 = -15
  Bim-Bcl-B = -6
  Avidin fluor = 20
  Bcl-W Bim block = 0
  ABCG2 inh = 1
  RGS4-Gao reg = 97
> Cc1cc(=O)[nH]c(SCC(=O)N2CCN(C(c3ccccc3)c3ccccc3)CC2)n1
  RGS7-Gao = 98
  Bcl-XL Bim block = -3
  Bcl-2 Bim block = -10
  GSH fluor = 42
  ABCB1 block = -0.2
  Bim-Bfl-1 = -10
  Bim-Bcl-B = -7
  Avidin fluor = 11
  Bcl-W Bim block = 2
  ABCG2 inh = 1
  RGS4-Gao reg = 100

(cont.)
Molecule,RGS7-Gao,Bcl-XL Bim block,Bcl-2 Bim block,GSH fluor,ABCB1 block,Bim-Bfl-1,Bim-Bcl-B,Avidin fluor,Bcl-W Bim block,ABCG2 inh,RGS4-Gao reg
Cc1nc(NCc2ccccn2)c2c3c(sc2n1)CCCC3,101,0,-4,11,0.0,3,3,.,0,0,98
COc1cccc(C(=O)Nn2c(-c3cccs3)nc3ccccc3c2=O)c1OC,102,0,1,6,0.7,0,-2,3,-1,3,103
O=C(C[n+]1ccccc1)N/N=C/c1cccs1,98,-4,-4,16,-2.4,-5,-2,12,-5,3,99
O=C(N1CCN(CCO)CC1)N1c2ccccc2C=Cc2ccccc21,106,-13,-11,24,0.1,-14,-7,11,0,0,105
CCOc1ccc(C(=O)N2CCN(C(=O)c3ccco3)CC2)cc1OCC,95,1,-8,24,0.3,-8,-5,7,1,3,95
COc1cccc(/C=N/NC(=O)CCCc2ccc(OC)c(C)c2)c1,98,-7,-23,16,0.7,-15,-12,9,-2,19,97
Cc1cc(C)nc(NS(=O)(=O)c2ccc(N)cc2)n1,104,-1,0,21,0.1,-3,-5,7,-2,-1,102
CN(C(=O)CSc1nnc(NC2CCCCC2)s1)C1CCS(=O)(=O)C1 (stereo unspecified),102,-5,-4,44,0.2,-8,-4,10,4,1,97
COc1cccc(N2C(=O)CC(N3CCN(CCN=CC4=C(O)CC(C)(C)CC4=O)CC3)C2=O)c1 (stereo unspecified),124,-4,4,24,-0.1,5,-1,28,-3,-1,105
COc1ccc(COC(=O)NNC(=O)c2ccccc2Cl)cc1,107,18,83*,0,0.3,66*,83*,11,25,1,104
Cc1cccc(C)c1NC(=S)NC(=O)c1ccc(Br)o1,?,0,-4,16,0.3,-7,-3,9,0,4,102
CC1CCC/C(=N/Nc2ccc([N+](=O)[O-])cc2[N+](=O)[O-])C1 (stereo unspecified),96,2,-9,26,0.8,-13,-6,21,-2,1,98
O=C(COc1ccc2ccccc2c1)NNC(=O)[C@@H]1CCCC[C@@H]1C(=O)O,107,-7,-5,36,0.2,-8,-8,23,1,1,100
COc1ccc(Oc2ccccc2C#N)cc1,105,0,0,12,0.8,-7,-2,11,0,1,100
CN(C(=O)COc1ccc(C(C)(C)C)cc1)C1CCS(=O)(=O)C1 (stereo unspecified),103,-8,-10,30,18,-17,-11,13,-1,2,101
COc1ccccc1NC(=O)CSc1nnc(-c2ccoc2C)n1CCc1ccccc1,102,-2,4,43,2.2,3,0,1,0,3,100
CCN(CC)CCN1C(=O)c2oc3ccccc3c(=O)c2C1c1ccc(C)cc1 (stereo unspecified),103,-2,0,18,-0.3,1,1,11,0,1,104
O=C(NC(=S)Nc1ccc(S(=O)(=O)N2CCCCC2)cc1)c1cccs1,102,-3,1,24,-2.6,-1,0,7,0,-9,103
Cc1cccc(CN2CCCC(C(=O)N3CCc4ccccc4C3)C2)c1 (stereo unspecified),98,0,-4,15,4.5,-12,-7,4,1,5,98
O=C(Nc1ncc2c(n1)-c1ccccc1CC2)C1CC1,?,0,-1,11,0.5,-3,-1,14,1,9,101

From PubChem
